ERG-DNA inh = blocks human ERG Ets domain binding to DNA | 370,000 compounds, 0.028% hits | fluorescence polarization, His-ERG Ets domain / labelled DNA | Potency, µM (doses to about 76.9 µM), for the others: at the top dose FP activity, negative = inhibition, actives largely listed as inhibitors; active = well fitted inhibition curve with a large enough effect in the polarisation, with a control signal flat; inconclusive = small, poorly fitted or top-dose-only effect, or effect the other way, or a change in a side signal; inactive = no such curve, though single readings can be large or run the other way; the % refers to the polarisation;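 also: polarization taken with two DNA probes labelled with fluorescein and Texas red; potency is read from the fitted curve at half-maximal effect; % of control where 0% means no effect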
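His-tagged ERG Ets domain (1 uM in the protein solution; 300mM KCl, 50mM Tris-HCl, 1mM EDTA, 1mM DTT, pH 7.5) received compound, then a probe mix of 5 nM fluorescein-DNA and 100nM Texas-615-DNA. Fluorescence polarization was read for both dyes.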
BAZ2B inh = inhibitors of human BAZ2B bromodomain; Q9UIF8; AlphaScreen BAZ2B-H3K14Ac peptide displacement; Potency, µM (series often up to 114 µM), for inactives: top-dose activity change, negative = inhibition, most hits filed as inhibitors; 360,000 compounds, 4.4% hits; AID 504333; also: potency is read from the fitted curve at half-maximal effect; % is scaled to controls: 0 for no effect and ±100 for the full control effect; nearly all actives have a fitted effect of over 60% in size
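Multi-concentration screen (max 110 uM) measuring displacement of acetylated histone H3 peptide from BAZ2B by AlphaScreen, using 50 nM protein, 50 nM peptide and 10 ug/mL streptavidin donor plus Ni-chelate acceptor beads.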
GLS inh = glutaminase GLS (human) inhibition. Potency, µM (series often up to 45.5 µM), inactives show at the top dose activity change, negative = inhibition, most hits filed as inhibitors. O94925. 410,000 compounds, 0.21% hits. GLS enzymatic activity, qHTS titration; also: potency is read from the fitted curve at half-maximal effect; % is scaled to controls: 0 for no effect and ±100 for the full control effect
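hKGA in 45 mM KH2PO4 (pH 8.2), 0.02% Tween-20 with compound, then 1mM L-Glutamine (stock as added) plus glutamate oxidase/HRP/Amplex red coupling mix. Fluorescence read initially and after 30 min at RT; signal change reflects glutamate formation.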
PI4K2A inh = blocks human PI4K2A kinase activity. Q9BTU6. purified PI4K2A, ADP-Glo luminescence, 1 h; hits give low values. activity change, negative = inhibition, % at 76.9 µM. 420,000 compounds, 0.13% hits. AID 1346378; in the data active = activity change below about -50%; inconclusive = mostly about -30% to -49%;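 also: -100% = wells without enzyme as full effect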
Target sequence (Q9BTU6 whole entry, looked up): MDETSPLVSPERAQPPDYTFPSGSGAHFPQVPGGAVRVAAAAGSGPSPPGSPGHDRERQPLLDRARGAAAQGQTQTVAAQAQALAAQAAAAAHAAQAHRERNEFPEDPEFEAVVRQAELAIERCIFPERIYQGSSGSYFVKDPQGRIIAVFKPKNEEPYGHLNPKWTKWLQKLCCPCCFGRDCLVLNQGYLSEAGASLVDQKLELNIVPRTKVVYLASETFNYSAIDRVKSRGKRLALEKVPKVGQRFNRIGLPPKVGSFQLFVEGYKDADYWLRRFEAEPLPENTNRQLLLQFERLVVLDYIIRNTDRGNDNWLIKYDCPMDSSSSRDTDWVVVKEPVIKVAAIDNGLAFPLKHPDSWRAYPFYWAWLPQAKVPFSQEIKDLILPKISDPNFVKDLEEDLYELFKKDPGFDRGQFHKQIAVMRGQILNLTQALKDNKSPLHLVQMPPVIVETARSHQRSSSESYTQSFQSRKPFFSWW
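PI4K2A activity was measured by ADP-Glo luminescence: enzyme (4 ug/mL stock) and phosphatidylinositol (1.2 mM stock) in Tris pH 7.5/MgCl2/EGTA/Triton X-100 buffer were reacted with ATP (300 microM stock) for one hour at ambient temperature.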
ALOX12 inh = blocks human arachidonate 12S-lipoxygenase. purified 12hLO, xylenol orange hydroperoxide absorbance. Potency, µM (doses to about 108 µM), for inactives: at the top dose activity change, negative = inhibition, most hits filed as inhibitors. 580,000 compounds, 1.1% hits. AID 1671190; also: potency is read from the fitted curve at half-maximal effect; % is scaled to controls: 0 for no effect and ±100 for the full control effect
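Purified human 12hLO at 150 nM in 25 mM Hepes, 0.01% Triton X-100, pH 7.0, preincubated 15 min at room temperature with compound. Reaction started with 40 uM arachidonic acid, 30 min at room temperature. Hydroperoxide measured by Fe-xylenol orange, 573/405 nm absorbance ratio.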
RGS4 inh = human RGS4 inhibition; P49798; Transcreener GDP fluorescence polarization, RGS4-accelerated GTP hydrolysis; Potency, µM (doses to about 114 µM), without a hit: at the highest dose activity change, negative = inhibition, most hits filed as inhibitors; 390,000 compounds, 0.039% hits; AID 504845; also: potency is read from the fitted curve at half-maximal effect; % is scaled to controls: 0 for no effect and ±100 for the full control effect; nearly all actives have a fitted effect of over 75% in size; some results filed as inactive show a strong effect at the top dose
Target sequence (P49798 whole entry, looked up): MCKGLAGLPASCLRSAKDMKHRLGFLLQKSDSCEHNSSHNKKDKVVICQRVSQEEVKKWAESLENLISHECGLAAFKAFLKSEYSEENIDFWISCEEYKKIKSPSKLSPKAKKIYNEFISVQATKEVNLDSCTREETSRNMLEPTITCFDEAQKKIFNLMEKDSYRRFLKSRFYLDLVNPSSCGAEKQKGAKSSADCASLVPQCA
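MLSMR compounds (23 nl, pin-transferred) preincubated 10 min at room temperature with a 500nM (2x) first reagent, then RGS4 at 900nM (2x) plus Transcreener GDP mix added; fluorescence polarization (620/688 nm) read before and after 90 min at 30 °C.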
G9a inh = G9a (human) methyltransferase inhibition; Potency, µM (titrated, usually from 102 µM), for the others: at the highest dose activity, negative = inhibition, actives largely listed as inhibitors; AID 504332; 350,000 compounds, 8.8% hits; G9a H3K9 monomethylation, AlphaScreen, 2 h; Q96KQ7; also: potency is read from the fitted curve at half-maximal effect; % is scaled to controls: 0 for no effect and ±100 for the full control effect; nearly all actives have a fitted effect of over 75% in size
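Compounds were preincubated with 20 nM G9a for 15 min, after which biotinylated H3K9 peptide (500 nM) and SAM (20 uM) started a 2 h room-temperature reaction. Monomethylated product was quantified by antibody-based AlphaScreen chemiluminescence.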
HP1b chromo inh = blocks HP1-beta chromodomain binding to methylated histone tails | P83916 | AlphaScreen HP1-beta / biotin-H3K9me3 peptide binding | Potency, µM (doses to about 114 µM), without a hit: at the highest dose activity change, negative = inhibition, usual class: inhibitors | 390,000 compounds, 0.56% hits | AID 540317; also: potency is read from the fitted curve at half-maximal effect; nearly all actives have a fitted effect of over 70% in size; inactives centre near 23
Target sequence (P83916 whole entry, looked up): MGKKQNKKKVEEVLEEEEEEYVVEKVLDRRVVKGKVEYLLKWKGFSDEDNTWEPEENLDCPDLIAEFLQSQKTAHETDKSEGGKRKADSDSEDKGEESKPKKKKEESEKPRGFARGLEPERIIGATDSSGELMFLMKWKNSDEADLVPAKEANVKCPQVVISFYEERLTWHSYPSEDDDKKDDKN
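Compound inhibition of the preformed complex between 50 nM HP1-beta and 50 nM biotinylated H3K9me3 peptide was read by AlphaScreen. Buffer was PBS pH 7.4 with 0.01% Tween-20. Incubations ran 30 min at room temperature, with 10 ug/mL donor/acceptor beads.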
JMJD2A Tudor = inhibitors of human JMJD2A Tudor domain; AID 504339; AlphaScreen JMJD2A-Tudor / H3K4me3 peptide binding; 390,000 compounds, 4.4% hits; Potency, µM (top dose mostly 114 µM), for the others: top-dose activity change, negative = inhibition, actives largely listed as inhibitors; also: potency is read from the fitted curve at half-maximal effect; % is scaled to controls: 0 for no effect and ±100 for the full control effect; nearly all actives have a fitted effect of over 50% in size
* marks the source's active call; other numbers are inactive results; ? = inconclusive; . = no result given; & = joins results of further samples; [ ] = remark or other dose. Unless noted, calls follow the shape of the dose curve; as a rule, active = well fitted curve in the direction sought with a large enough effect; inconclusive = small, poorly fitted or top-dose-only effect, or another doubt; inactive = no such curve, though single readings can be large; an effect the other way counts as inactive or inconclusive.

SMILES	ERG-DNA inh	BAZ2B inh	GLS inh	PI4K2A inh	ALOX12 inh	RGS4 inh	G9a inh	HP1b chromo inh	JMJD2A Tudor
Cc1ccc(-c2c[n+]3c(n2-c2ccccc2)CCC3)cc1	-9%	6%	5%	-10	154%[activator]	7%	20%	20%	-9%
CC1(C)C(=S)N(Cc2ccccc2)c2ccccc21	0%	57%[activator]	0%	-2	-6%	9%	127%[activator]	89%[activator]	98%[activator]
CCOCCCNC(=O)Cn1nc(Cc2ccncc2)c2ccccc2c1=O	4%	-9%	2%	5	0%	-17%[56.9 µM]	9%	39%[activator]	-14%
CC1CCC2(CC1)NC(=O)N(Cc1cccc(C(F)(F)F)c1)C2=O (configuration not stated)	15%	.	-1%	5	4%	-2%	-1%	34%	-7%
Cc1ccc(NC(=O)CN2C(=O)c3cccnc3Sc3ccccc32)cc1C	8%	-4%	-8%	7	2%	-18%	15%[59 µM]	17%	-10%
O=C(Cn1c[n+](CC(=O)c2ccc([N+](=O)[O-])cc2)cn1)c1ccc([N+](=O)[O-])cc1	-8%&7%	?	-6%&8%	4&-29	?	?	-129%&-130%[59 µM]	42%&5%[activator]	?
Cc1cc(C)n(-c2ccc(Cl)c(C(=O)O)n2)n1	3%	5%	8%	-8	-15%	-4%	12%	7%	?
COc1ccc(C(=O)Nc2ccccc2NC(=O)c2ccc(OC)cc2)cc1	-5%	.	-4%	1	150%[activator]	4%	.	36%	3%
CC1CCN(S(=O)(=O)c2ccc3c(c2)CCN3C(=O)Nc2ccc(Br)cc2F)CC1	9%	-13%	-10%	2	-23%	-41%	14%[59 µM]	37%	-14%
Cc1cc(C)c(/C([O-])=C(/C(=S)Nc2ccc(SC(F)F)cc2)[n+]2ccccc2)cc1C	13%	22µM*	0%	7	?	-26%	35µM*	-22%	?
Cc1ccccc1NC(=O)CSc1nc2[nH]c(=O)cc(O)c2s1	9%	4%	3%	-1	-13%	-38%	?	28%	-8%
COc1ccc(C)cc1NC(=O)COC(C)=O	6%	-3%	-9%	-1	-6%	40%	-7%[59 µM]	17%	-8%
O=C1N=c2ccccc2=C1c1[nH]c(=S)[nH]c1O	13%	?	0%	-5	-12%	-16%	?	-9%	-23%
CC(=O)SC[C@@H](Cc1ccccc1)C(=O)NCC(=O)OCc1ccccc1	.	.	9%[20 µM]	2	-9%[22.9 µM]	.	15%[5.15 µM]	.	.
Cc1ccc(NC(=O)c2ccc(Cl)c(S(=O)(=O)NCc3ccco3)c2)c(O)c1	-6%	.	3%	1	?	-2%	.	-2%	-23%
CCOC(=O)c1ccc(NC(=O)N2C3CCCC2CC(NC(C)=O)C3)cc1 (configuration not stated)	-5%	10%	-7%	1	5%	17%	.	33%	12%
COCCN(C(=O)COC(=O)CSc1ccc2ccccc2c1)c1c(N)n(Cc2ccccc2)c(=O)[nH]c1=O	-7%	11%	12%	0	-4%	20%	22%[0.501 µM]	3%	-23%
Cc1cc(C)cc(NC(=O)c2ccc(S(=O)(=O)N(C)CC3CCCO3)cc2)c1 (configuration not stated)	12%	-10%	2%	0	10%	-18%	39%	30%	-5%
COc1ccc(OCCn2nnc3sc4c(c3c2=O)CCCC4)cc1	-3%	50µM*	-10%	-10	-26%	4%	-3%[59 µM]	3%	79µM*
CCS(=O)(=O)N1CCCc2cc(C(=O)Nc3cccc(C(C)=O)c3)ccc21	-10%	7%	3%	2	-21%	26%	16%[59 µM]	9%	-26%
CC(=O)COc1cc(C)cc2oc(=O)cc(-c3ccccc3)c12	-5%	-1%	-7%	0	0%	20%	?	39%	-10%
O=C(Nc1ccccc1N1CCN(C(=O)c2ccc(Cl)cc2)CC1)c1ccc([N+](=O)[O-])o1	-7%	-39%	2%	1	.	-22%	-11%	-13%	?
COC(=O)CNC(=O)COC(=O)c1ccc(OC)c([N+](=O)[O-])c1	0%	-4%	5%	-2	-6%	-16%	18%[59 µM]	10%	-8%
C=C(C)COc1ccc(-c2n[nH]c(C)c2-c2ccccc2)c(O)c1	-2%	-21%	8%	3	?	-5%	-4%[59 µM]	36%	-27%
COc1ccc2nc(N3C(=O)C(O)=C(C(=O)c4ccco4)C3c3ccc(C)o3)sc2c1 (configuration not stated)	9%	45µM*	10µM*	-4	?	-40%	25µM*	-23%	?
O=C(Nc1ccc(CN2CCOCC2)cc1)c1ccc2ccccc2c1	-3%	-14%	5%	-3	2%	20%	.	12%	-16%
CCOC(=O)c1cnn(C)c1NC(=O)c1ccc(Cl)cc1Cl	-2%	-3%	3%	8	.	-13%	21%[0.501 µM]	7%	-9%
Cc1cc(C)c(-n2nnnc2SCC(=O)c2cccs2)c(C)c1	13%	2%	-2%	4	0%	-44%	65%[activator][59 µM]	43%[activator]	12%
Cc1ccc(C)c(N2CCN(C(=O)CCc3nc(-c4cccc(Cl)c4)no3)CC2)c1	-14%	.	-7%	1	-29%	-10%	.	104%[activator]	7%
CC1CCN(S(=O)(=O)c2cc([N+](=O)[O-])ccc2Cl)CC1	-2%	?	-6%	4	0%	1%	?	?	?
COc1ccccc1-c1nc(S(=O)(=O)c2ccccc2)c(N2CCCCC2)o1	12%	-23%	2%	2	?	?	25µM*	?	79µM*
Cc1cc(=O)oc2c1c(C(F)(F)F)nn2-c1ccccc1	0%	11%	-10%	-7	0%	34%	7%	41%[activator]	-4%
CCN(CC)C(=O)CSc1nc(-c2ccco2)cc(C(F)(F)F)c1C#N	-5%	-3%	-4%	-6	-1%	-9%	0%[59 µM]	28%	-5%
Cc1ccc(C2C=C(c3ccccc3)Nc3nc(NS(=O)(=O)c4ccccc4)nn32)cc1 (configuration not stated)	-1%	2%	-16%	-1	?	-21%	14µM*	48%[activator]	-8%
CCCn1c(SCC(=O)Nc2ccc(OC)cc2[N+](=O)[O-])n[nH]c1=O	1%	-9%	-15%	-1	-5%	-13%	0%	33%	-23%
COc1cc(NC(=O)CCS(=O)(=O)c2nc(-c3cccs3)cc(C(F)(F)F)n2)cc(OC)c1OC	-14%	3%	7%	9	-10%	-23%	?	48%[activator]	-7%
CCC(=O)c1ccc(Oc2ccc(C(=O)c3ccc(C)cc3)cc2[N+](=O)[O-])cc1	8%	-29%	7%	-2	?	-27%	-50%[59 µM]	-7%	-15%
Cc1ccc([N+](=O)[O-])cc1S(=O)(=O)Nc1cccc(S(=O)(=O)NC2=NCCC2)c1	-8%	.	-2%	-7	-10%	-10%	.	38%	-12%
COc1cccc(CN(C)Cc2cc(=O)oc3c(C)c(C)ccc23)c1	-5%	0%	-2%	-4	0%	-10%	19%	74%[activator]	56%[activator]
Cc1cc2oc(C(=O)NCCc3ccc(S(N)(=O)=O)cc3)cc(=O)c2cc1C	1%&-5%	-2%&4%	-1%&5%	0&2	-28%&3%	-39%[56.9 µM]	-9%	9%&46%	?
CC1C(=O)N2CCCc3cc(NC(=O)C(=O)NCCN4CCOCC4)cc1c32 (configuration not stated)	4%	-5%	1%	5	-19%	18%	-15%	3%	-16%
CCN1CCCC(OC(=O)C(c2ccccc2)c2ccccc2)C1 (configuration not stated)	-4%	5%	-5%	3&0	?	-17%	-27%[59 µM]	-3%	-27%
CCOC(=O)c1cc2sc(C)cc2n1CC(=O)NCc1ccc(F)cc1	.	1%	-1%	-5	-1%[57.4 µM]	-4%	?	46%[activator]	-14%
CNC(=O)c1c(NC(=O)CCS(=O)(=O)c2ccccc2)sc2c1CCN(C(=O)OC)C2	-13%	0%	2%	-2	-5%	-22%	50µM*	18%	-10%
O=C(NN=C1C2CC3CC(C2)CC1C3)c1cccc(S(=O)(=O)N2CCOCC2)c1	3%	-5%	5%	4	22%	10%	?	44%[activator]	-6%
CC(C)CN1C(=O)c2ccc(NC(=O)Cc3ccccc3)cc2C1=O	12%	2%	-11%	1	-1%	19%	.	22%	-25%
NS(=O)(=O)c1ccc(CCNC(=S)NC2CCCCC2)cc1	15%	-6%	-10%	2	-17%	2%	9%	7%	-16%
Cc1ccc(CNC(=O)Cn2cc(C(=O)c3ccc(Cl)cc3)c(=O)c3ccc(C)nc32)cc1	0%	10%[57.1 µM]	-2%	0	-10%	5%	-23%[59 µM]	34%	-7%
COc1cccc(N2CC(NC(=O)/C=C\c3ccc4c(c3)OCO4)CC2=O)c1 (configuration not stated)	3%	-3%	-1%	2	-15%	11%	6%[59 µM]	23%	-10%
COc1cccc2cc(C(C)N(CCCN3CCOCC3)C(=O)Nc3ccccc3)oc12 (configuration not stated)	-4%	8%	10%	-1	11%	7%	-3%	15%	-9%
CCCCCc1nnc(NC(=O)NS(=O)(=O)c2ccc(C)cc2)s1	0%	8%	-4%	0	10%	1%	1%	-21%	-6%
CCCNc1nc2c(c(=O)[nH]c(=O)n2C)n1CCc1ccccc1	6%	11%	9%	-7	18%	-8%	-2%	50%[activator]	-12%
CC1(C)C2CCC1(CS(=O)(=O)NC1CCCC1)C(=O)C2 (configuration not stated)	-2%	-3%	9%	-6	-4%	21%	2%[59 µM]	23%	-11%
CCOc1ccc(OCCOc2cccc(C(F)(F)F)c2)cc1	6%	11%	-17%	-6	7%	0%[11.4 µM]	52%[activator]	71%[activator]	-16%[11.4 µM]

Screens from PubChem BioAssay.

These rows are one share of the data. The share of hits here may be higher or lower than overall.
